PKM2 act: PKM2 (human) enzyme activation; P14618; purified PKM2, Kinase-Glo ATP luminescence, activation; response scale: 0% is enzyme alone, no compound; Potency, µM (titrated, usually from 57.5 µM), for the others: at the top dose activation, most hits filed as activators; 0.34% of 260,000 active; also: potency is read from the fitted curve at half-maximal effect; % is scaled to controls: 0 for no effect and ±100 for the full control effect; nearly all actives have a fitted effect of over 55% in size
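ATP formation by purified human PK-M2, quantified via coupled luciferase luminescence after 1 h at room temperature with 0.1 mM ADP and 0.5 mM PEP final.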
GALK inh: inhibitors of human galactokinase | P51570 | Purified GALK, Kinase-Glo residual ATP luminescence | Potency, µM (series often up to 57.5 µM), for inactives: top-dose activity change, negative = inhibition, hits mostly inhibitors | 0.007% of 270,000 active; also: potency is read from the fitted curve at half-maximal effect; % is scaled to controls: 0 for no effect and ±100 for the full control effect
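Human GALK (5 nM) with 35 uM ATP and 100 uM galactose in 20 mM HEPES pH 8.0, 5 mM MgCl2, 60 mM NaCl, 1 mM DTT, 0.01% BSA. After 1 h at room temperature, leftover ATP was read by Kinase-Glo Plus luminescence.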
B2AR arrestin: recruits beta-arrestin to the human beta2-adrenergic receptor; Potency, µM (highest dose often 46.1 µM), inactives show at the top dose activation, usual class: activators; AID 492947; beta-arrestin recruitment to beta2AR, cell-based reporter; P07550; 0.02% of 330,000 active;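 also: potency is read from the fitted curve at half-maximal effect; 0% = DMSO controls and full agonism = EC100 isoproterenol or metaproterenol; nearly all actives have a fitted effect of over 65% in size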
Coupling enz: inhibits coupling enzyme system, counter-screen for aldolase hits. activity change, negative = inhibition, % at 58.2 µM, hits read low. 0.67% of 290,000 active. coupling enzyme system counterscreen, AmpLite Red fluorescence; in the data active = activity change below about -30%; also: % is scaled to controls: 0 for no effect and ±100 for the full control effect
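Fluorescence at 525 nm excitation and 598 nm emission measured inhibition of the coupled detection system without aldolase. Compounds (at 57.5 uM final) were preincubated 10 min at room temperature with coupling enzyme reagent before a 20 min substrate/AmpLite Red step.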
Menin-MLL TR inh: inhibitors of human menin-MLL interaction, mutant MLL peptide | AID 1768 | O00255 | Potency, µM (series often up to 61.6 µM), without a hit: top-dose FP activity change, negative = inhibition, most hits filed as inhibitors | Menin + Texas Red MLL mutant peptide, fluorescence polarization | 0.23% of 270,000 active; active = well fitted inhibition curve with a large enough effect in the polarisation, with a control signal flat, not every such curve was filed as active; inconclusive = small, poorly fitted or top-dose-only effect, or effect the other way, or a change in a side signal; inactive = no such curve, though single readings can be large or run the other way; the % refers to the polarisation; also: potency is read from the fitted curve at half-maximal effect; % of control where 0% means no effect; many of its hits are not listed in these tables
KCNH2 3.1 inh: KCNH2 3.1 (human) potassium channel inhibition | U2OS KCNH2 3.1, thallium flux FluxOr; stronger effect = lower value | activity change, % (tested at about 1.8 µM) | 0.95% of 340,000 active;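 active = maximum activity change below -70%; inconclusive = maximum activity change from -70% to -50%; inactive = maximum activity change above -50%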;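 also: thallium influx rate constant from kinetic fluorescence after stimulation buffer; % is scaled to controls: 0 for no effect and ±100 for the full control effect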
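Normalized rate constant (relative to positive and negative DMSO controls) derived from a 2 min kinetic fluorescence read after stimulation; U2OS cells expressing the 3.1 isoform via virus at 1.77 x 10^8 /mL.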
Giardia killer: Giardia lamblia killing; 0.15% of 340,000 active; Giardia lamblia trophozoite viability; AID 540267; activity change, % at 7.66 µM, hits read low; in the data active = activity change below about -80%; inconclusive = between about -30% and that limit;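 also: parasites exposed to compound for two days anaerobically before the ATP read; % is scaled to controls: 0 for no effect and ±100 for the full control effect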
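Giardia lamblia trophozoites (100 cells/well) were incubated with compounds for 48 h at 37 deg C under anaerobic conditions. Viability was read as ATP content by one-step luminescence after 15-30 min at room temperature.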
CXXC DNA block: MLL CXXC-DNA interaction inhibition. AID 2662. Potency, µM (doses to about 115 µM), for inactives: top-dose activity change, negative = inhibition, usual class: inhibitors. 0.037% of 290,000 active. MLL-CXXC / FITC-HOXA9 DNA fluorescence polarization; active = well fitted inhibition curve with a large enough effect in the polarisation, with a control signal flat, not every such curve was filed as active; inconclusive = small, poorly fitted or top-dose-only effect, or effect the other way, or a change in a side signal; inactive = no such curve, though single readings can be large or run the other way; the % refers to the polarisation; also: potency is read from the fitted curve at half-maximal effect
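Fluorescence polarization: 7 uM MLL-CXXC (stock) preincubated 5 min with compounds, then 50 nM fluorescein-HOX-A9 DNA (stock) added; 30 min ambient. Buffer 50 mM Tris-HCl pH 7.5, 50 mM NaCl, 1 mM DTT, 0.05% BSA.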
TRPV1 ag: human TRPV1 agonism. activation, % at 8.33 µM. Q8NER1. 0.19% of 320,000 active. AID 540275. TRPV1-expressing cells, Fluo-8 calcium influx, agonist mode; in the data active = activation above about 80%; inconclusive = between about 30% and that limit; also: 0% is about no effect
Target sequence (Q8NER1 whole entry, looked up): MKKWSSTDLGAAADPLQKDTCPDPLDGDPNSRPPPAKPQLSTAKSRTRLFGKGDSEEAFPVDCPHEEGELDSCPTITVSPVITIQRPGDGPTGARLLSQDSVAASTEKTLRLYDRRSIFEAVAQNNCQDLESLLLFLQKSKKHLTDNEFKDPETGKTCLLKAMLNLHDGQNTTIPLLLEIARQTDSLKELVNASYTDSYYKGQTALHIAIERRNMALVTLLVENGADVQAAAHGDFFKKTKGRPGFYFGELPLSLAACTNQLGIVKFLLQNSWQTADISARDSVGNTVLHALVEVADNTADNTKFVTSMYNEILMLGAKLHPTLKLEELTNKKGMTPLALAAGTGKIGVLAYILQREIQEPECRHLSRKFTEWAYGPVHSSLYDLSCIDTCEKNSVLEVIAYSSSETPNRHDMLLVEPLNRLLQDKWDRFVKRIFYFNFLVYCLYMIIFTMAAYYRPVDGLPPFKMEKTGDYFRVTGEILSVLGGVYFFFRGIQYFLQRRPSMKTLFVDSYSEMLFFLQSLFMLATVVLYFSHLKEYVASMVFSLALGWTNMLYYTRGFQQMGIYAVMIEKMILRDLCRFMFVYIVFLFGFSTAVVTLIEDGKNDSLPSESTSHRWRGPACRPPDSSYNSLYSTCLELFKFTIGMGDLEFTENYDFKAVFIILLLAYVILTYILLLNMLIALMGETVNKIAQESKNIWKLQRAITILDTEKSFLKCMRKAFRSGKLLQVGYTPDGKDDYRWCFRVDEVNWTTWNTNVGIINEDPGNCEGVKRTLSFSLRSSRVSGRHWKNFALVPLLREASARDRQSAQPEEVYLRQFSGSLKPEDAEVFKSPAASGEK
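Fluo-8 calcium influx in TRPV1-expressing cells, kinetic read (ex 480/em 520 nm). Compound added and read 3 min for agonist activity, followed by capsaicin at EC20 final and 2 min further read for enhancement.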
USP2a block: USP2a (human) protease inhibition. Potency, µM (series often up to 38.3 µM), for inactives: at the top dose activity change, negative = inhibition, most hits filed as inhibitors. 0.01% of 330,000 active. USP2 core, Ub-CHOP2 coupled fluorogenic reporter, 485/531;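 also: potency is read from the fitted curve at half-maximal effect; plate controls were DMSO wells for no effect and full inhibition by NEM control for full effect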
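Cell-free coupled assay: 10nM USP2 core preincubated 30min RT with compound in Tris-HCl pH 8.0/CaCl2/CHAPS buffer, then 25nM Ub-CHOP2 and 25nM reporter substrate; fluorescence (Ex 485/Em 531) read after 60min RT, normalized to NEM inhibition, concentration-response curves fitted.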
KCNH2 WT inh: inhibitors of human wildtype KCNH2 potassium channel. Q12809. AID 720551. activity change, % at 1.84 µM. U2OS, BacMam KCNH2, thallium flux FluxOr; stronger effect = lower value. 0.37% of 340,000 active;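 active = maximum activity change below -70%; inconclusive = maximum activity change between -70% and -50%; inactive = maximum activity change above -50%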; also: % is scaled to controls: 0 for no effect and ±100 for the full control effect
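U2OS cells were transduced with wild-type KCNH2 virus (2.03 x 10^8 / mL) for 4 h at room temperature, then cultured overnight at 37 C. Thallium flux was read with FluxOr dye. Rate constants were normalized to DMSO controls.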
* = called active by the depositor; ? = inconclusive; / = no result given; & = joins results of further samples; [ ] = another dose, or the depositor's remark. Unless noted, calls follow the shape of the dose curve; as a rule, active = well fitted curve in the direction sought with a large enough effect; inconclusive = small, poorly fitted or top-dose-only effect, or another doubt; inactive = no such curve, though single readings can be large; an effect the other way counts as inactive or inconclusive. An excerpt (hit frequency here may not be typical).

SMILES	PKM2 act	GALK inh	B2AR arrestin	Coupling enz	Menin-MLL TR inh	KCNH2 3.1 inh	Giardia killer	CXXC DNA block	TRPV1 ag	USP2a block	KCNH2 WT inh
CC(=O)N1CCN(C(=S)c2ccc(N(C)C)cc2)CC1	-4%	-1%	-0.1%	6	10%	9	2	6%	4	4%	5
O=C(NC(C(=O)NCCN1CCOCC1)C12CC3CC(CC(C3)C1)C2)C1CCCCC1 (stereo unspecified)	-3%	3%	0.2%	0	5%	-1	4	-1%	17	-1%	-10
Cc1ccc(-c2csc3nnc(SCC(=O)Nc4nsc(-c5ccccc5)n4)n23)cc1	1%	6%	/	2	-1%	-46	0	7%	3	/	12
Cc1ccc2c(cnn2C(=O)CCC(=O)NC2CCCCC2)c1	-26%	/	-0.2%	1	-12%	-16	15	/	6	1%	8
COc1ccc(S(=O)(=O)Nc2ccc3c(c2)OCO3)cc1OC	29%	1%	-2.1%	5	-4%	-6	4	-2%	-1	-1%	-9
CCn1ccc(C(=O)Nc2c(C)nn(Cc3c(F)c(F)c(F)c(F)c3F)c2C)n1	-1%	/	0.1%	6	5%	0	19	1%	2	4%	22
O=C(NC(C1CC1)C1CC1)C1CCC(=O)N(CCCN2CCCC2=O)C1 (stereo unspecified)	/	-5%	0.0%	-1	13%	19	6	34%	-1	1%	-5
Clc1cccc(Cl)c1CSc1cc2c(nn1)-c1ccccc1CC2	2%	-2%	-0.6%	4	1%	13	4	2%	-3	-2%	-3
CN1C(=O)c2ccccc2C(C(=O)NCCCN2CCCC2)C1c1c[nH]c2ccccc12 (stereo unspecified)	0%	-2%	-0.1%	1	-9%	-22	-14	-1%	-1	4%	6
Cc1ccc(NS(=O)(=O)c2ccc(Br)cc2)nc1	2%	10%	0.0%	3	-13%	10	-3	1%	1	-1%	-7
CCOC(=O)N1CCN(C(=O)COC(=O)Cc2ccc(OC)cc2)CC1	-9%	2%	0.1%	3	?	-5	-13	25%	1	3%	-4
O=C(N1CCOCC1)C1(S(=O)(=O)c2ccccc2)CC=CC1	0%	/	-0.1%	-2	-7%	10	-6	-4%	2	2%	-20
COc1cc(/C=N/n2c(-c3ccc4c(c3)NC(=O)CO4)csc2=Nc2cccc(C)c2)ccc1O	-6%	2%	0.0%	4	9%	5	5	0%	-2	-3%	5
Cc1nc(-c2ccc(NC(=O)/C=C\C(=O)O)cc2)cs1	0%	-1%	0.1%	4	-8%	8	-2	14%	0	-2%	1
COc1ccc(C(=O)Nc2ccnn2C2CCN(Cc3ccc4nonc4c3)CC2)cc1	12%	-2%	-0.3%	/	/	3	5	-1%	0	-1%	12
O=C(CSc1ncc(C(F)(F)F)cc1Cl)N1CCN(S(=O)(=O)c2ccc3ccccc3c2)CC1	9%	-1%	3.2%	-1	/	3	3	19%	2	-1%	-1
O=C(NNC(=O)c1ccccc1Cl)c1cccs1	-10%	-3%	0.1%	2	-11%	2	-1	-1%	2	0%	4
CCOC(=O)c1ccccc1NC(=S)N1CCC(C(N)=O)CC1	3%	-1%	0.2%	3	-4%	10	10	2%	-2	10%	41
Cc1ccc(CCNC(=O)C2CCC(CNc3c(N4CCC(C)CC4)c(=O)c3=O)CC2)cc1 (stereo unspecified)	-15%	/	0.3%	7	-3%	2	6	0%	-3	2%	33
COc1ccc(-c2nc(SCC(=O)N(CC(C)C)c3c(N)n(Cc4ccccc4)c(=O)[nH]c3=O)n[nH]2)cc1	/	/	0.4%	/	/	8	?	/	-2	0%	2
O=C(Nc1ccccc1C(=O)N1CCCCCC1)c1cccc([N+](=O)[O-])c1	-3%	-4%	0.3%	/	/	/	-9	1%	5	-5%	-9
COc1ccc(OCc2cc(C(=O)N3CCCCCCC3)no2)c(Cl)c1	1%	5%	0.0%	/	/	12	1	0%	21	2%	-8
O=C(CN1C(=O)NC2(CCCCC2)C1=O)NCCc1ccc(Cl)cc1Cl	/	/	0.2%	/	/	23	-5	/	/	1%	2
COc1ccc(S(=O)(=O)N2CCC(C(=O)Nc3ccc(F)cc3)CC2)c2cccnc12	1%	-2%	-0.2%	-4	7%	-5	10	11%	6	-6%	0
COc1ccc(Cc2c(O)nc(SCC(=O)N3CCOCC3)[nH]c2=O)cc1	2%	5%	-0.5%	11	/	3	-19	4%	2	-1%	-1
NC(=O)COc1ccc2cc(-c3ccc(F)cc3)c(=O)oc2c1	-3%	0%	-0.2%	8	-12%	0	8	0%	-7	1%	2
O=C(CC1SC(=Nc2ccccc2F)N(CCN2CCOCC2)C1=O)Nc1ccc(F)cc1F (stereo unspecified)	2%	-1%	-0.2%	-1	-16%	7	6	4%	12	1%	13
C/C(CC(=O)Nc1cccc2c1CCCC2)=N\NC(=O)Cc1ccccc1	-8%	-3%	-0.6%	-1	-5%	15	-15	0%	-3	3%	-7
CC(=O)Nc1ccc(NC(=O)COC(=O)[C@@H](NC(=O)c2ccc(F)cc2)C(C)C)cc1	0%	-1%	0.1%	3	-7%	-6	-5	0%	-1	-1%	-2
Cc1cc(C)c(S(=O)(=O)N2CCCCC2CCNC(=O)C(=O)NCc2ccccn2)c(C)c1 (stereo unspecified)	/	/	-0.5%	/	/	-11	4	/	-3	0%	-5
COc1ccc(CCNC(=O)CS(=O)Cc2nc(-c3ccc(C)cc3)oc2C)cc1OC (stereo unspecified)	/	-5%	0.1%	/	/	14	-5	35%[activator]	3	2%	-1
COC(=O)C1CCC(=S)N1C(=O)c1ccccc1 (stereo unspecified)	-5%	-1%	0.7%	-2	3%	-3	-4	142%[activator]	-1	3%	-1
CC(=O)N1CCN(C(=O)c2cccc(S(=O)(=O)N3CCN(c4ccc(F)cc4)CC3)c2)CC1	/	/	0.1%	/	/	-12	-19	/	0	2%	1
CN(C(=O)CSc1ncnc2ccccc12)C1CCS(=O)(=O)C1 (stereo unspecified)	/	/	0.1%	/	/	11	-10	/	0	0%	-7
O=C(COC(=O)c1cccc([N+](=O)[O-])c1)Nc1ccc(Cl)cn1	/	/	-0.2%	/	/	3	-4	/	1	1%	-5
COC(c1ccccc1)c1nnc(CCC(=O)NCc2ccc3ncccc3c2)o1 (stereo unspecified)	-2%	4%	-0.4%	1	-5%	22	-8	0%	0	1%	33
COc1ccc(Cl)cc1-c1nc(SCC(=O)NC2CCCC2)n[nH]1	/	/	0.2%	/	/	0	-10	/	/	0%	-30
COc1ccnc(Oc2ccccc2)n1	3%	0%	-0.7%	2	-8%	2	19	-5%	-3	2%	1
C1CC1Cc1noc(CN2CCN(CC3CC3)CC2)n1	0%	-1%	-0.6%	2	9%	9	1	11%	-3	0%	18
CC1CCCC(C)N1C(=O)COC(=O)C1CCN(S(=O)(=O)c2ccc3c(c2)OCCO3)CC1 (stereo unspecified)	/	/	0.4%	/	/	0	12	/	12	1%	-6
COc1cc(CN2CCC(CO)(CCOc3ccccc3)CC2)cc(OC)c1OC	4%	-2%	-0.3%	-1	-19%	6	-28	41%	4	-1%	/
OC(COc1cccc(OCC(O)CN2CCOCC2)c1)CN1CCOCC1 (stereo unspecified)	2%&1%	1%&-1%	0.5%&-0.3%	5&3	-25%&21%	11&-12	15&6	4%&-3%	0&-1	-2%&-1%	0&3
O=C(Nc1ccc(S(=O)(=O)Nc2ncccn2)cc1)c1ccc(F)c(S(=O)(=O)N2CCOCC2)c1	1%	-2%	0.7%	-2	/	-6	26	10%	8	-2%	2
CCOCCn1c(CN(C)Cc2ccccc2)nc2c1c(=O)n(C)c(=O)n2C	-1%	/	0.0%	2	-24%	-7	-8	/	6	0%	-7
Cn1c(N)c(C(=O)CSc2nnc(Cc3cccs3)n2C2CC2)c(=O)n(C)c1=O	/	/	-0.1%	/	/	3	-3	/	1	2%	22
COc1cc(C(=S)N2CCOCC2)cc(OC)c1OC(=O)c1ccc([N+](=O)[O-])cc1[N+](=O)[O-]	1%	-6%	0.3%	-5	?	-14	-13	3%	-3	0%	14
Cc1cc(NC(=O)CSc2ccc3ccccc3c2)no1	3%	-5%	0.3%	1	/	20	1	1%	4	-1%	1
C#CC(C)(C)NC(=O)c1ccccc1OC	7%	0%	-0.2%	3	-3%	-1	-2	3%	2	1%	-4

Screening results from PubChem.
